CHRM5 PAM: human M5 muscarinic receptor positive allosteric modulators, primary screen, CHO-K1 cells, Fluo-8 calcium fluorescence; Muscarinic acetylcholine receptor M5 (Homo sapiens), P08912; CHO-K1 hM5, ACh EC20 PAM; 0% = ACh EC20, 100% = ACh EC100; activation, % at 3 µM; hit rate 0.3% among 360,000; AID 624038, 2012;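 active = activation above the run cutoff, the mean activation of all test compounds plus 3 SD, cut at about 18% in these data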
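System: CHO-K1 hM5 cells. Reagent: acetylcholine, EC20 level. Compound dosing: single dose, 3 µM nominal final test concentration. Timing: Post-acetylcholine fluorescence recording 140 s. Detection: Fluo-8 calcium fluorescence. Read-out: % activation, ACh-normalized. Benchmarks: ACh EC20 and EC100 wells. Repeats: singlicate, one well per test compound.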
M4 ag: human M4 muscarinic receptor agonists, primary screen, CHO-K1 cells, Fluo-8 calcium fluorescence | hit rate 0.14% among 360,000 | Muscarinic acetylcholine receptor M4 (Homo sapiens), P08173 | activation, % at 3 µM | CHO-K1 hM4/Gqi5; vehicle 0%, full acetylcholine response 100%;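 active = activation above the run mean over all test wells plus 3 SD, cut at about 32% in these data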;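 also: peak over basal fluorescence ratio per well then scaled between controls; 0% = DMSO wells and 100% = acetylcholine at EC100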
Target sequence (P08173 whole entry, looked up): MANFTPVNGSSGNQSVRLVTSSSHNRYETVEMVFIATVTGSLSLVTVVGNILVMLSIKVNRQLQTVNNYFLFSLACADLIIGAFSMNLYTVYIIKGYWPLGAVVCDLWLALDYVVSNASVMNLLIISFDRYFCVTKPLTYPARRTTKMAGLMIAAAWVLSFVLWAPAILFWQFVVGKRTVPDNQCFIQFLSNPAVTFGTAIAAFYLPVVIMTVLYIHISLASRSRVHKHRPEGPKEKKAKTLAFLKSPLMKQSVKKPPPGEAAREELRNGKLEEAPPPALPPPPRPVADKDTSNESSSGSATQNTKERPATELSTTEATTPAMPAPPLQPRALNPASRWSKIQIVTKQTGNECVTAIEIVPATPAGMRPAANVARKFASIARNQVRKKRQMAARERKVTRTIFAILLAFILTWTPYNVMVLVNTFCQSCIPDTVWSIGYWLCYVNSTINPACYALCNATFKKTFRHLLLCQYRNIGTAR
CRFR2-BP ag: agonists of CRF-BP/CRF-R2 complex, primary screen, cell-based, HEK293, calcium dye fluorescence, uHTS; calcium dye fluorescence (FLIPR); percent of saturating CRF peptide response; activation, % at 13.2 µM; hit rate 0.46% among 350,000;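 active = activation of at least 50%, plus an integration ratio under a set limit after plate pattern correction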;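 also: plate controls were neutral control wells without compound for no effect and CRF at EC100 for full effect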
CHRM5 agonist: human M5 muscarinic receptor agonists, primary screen, CHO-K1 cells, Fluo-8 calcium fluorescence; Muscarinic acetylcholine receptor M5 (Homo sapiens), P08912; CHO-K1 hM5 cells; 0% DMSO wells, 100% maximal acetylcholine response; activation, % at 3 µM; hit rate 0.19% among 360,000;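 active = activation above the run's mean over test compounds plus 3 SD, cut at about 23% in these data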;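 also: signal is peak over basal fluorescence ratio across the kinetic read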
M4 antag: human M4 muscarinic receptor antagonists, primary screen, CHO cells, Fluo-8 calcium fluorescence; Muscarinic acetylcholine receptor M4 (Homo sapiens), P08173; CHO-hM4 cells, ACh EC80; inhibition, % at 3 µM; hit rate 0.73% among 360,000;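 active = inhibition above its plate's cutoff, the mean inhibition of sample wells plus 3 SD, cut at about 27% in these data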;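 also: 0% = acetylcholine EC80 with DMSO and 100% = DMSO without agonist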
M1 antag: human M1 muscarinic receptor antagonists, primary screen, CHO-K1 cells, Fluo-8 calcium fluorescence, 1536-well; Muscarinic acetylcholine receptor M1 (Homo sapiens), P11229; AID 588852, 2011; CHO-K1 hM1, ACh EC80 antagonist; hit rate 1.3% among 360,000; inhibition, % at 3 µM;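 active = percent inhibition above its own plate's cutoff, namely the mean of that plate's compound wells plus 3 SD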;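 also: peak over basal fluorescence ratio during 140 s after agonist addition; 0% = ACh EC80 plus DMSO and 100% = DMSO alone without agonist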
Target sequence (P11229 whole entry, looked up): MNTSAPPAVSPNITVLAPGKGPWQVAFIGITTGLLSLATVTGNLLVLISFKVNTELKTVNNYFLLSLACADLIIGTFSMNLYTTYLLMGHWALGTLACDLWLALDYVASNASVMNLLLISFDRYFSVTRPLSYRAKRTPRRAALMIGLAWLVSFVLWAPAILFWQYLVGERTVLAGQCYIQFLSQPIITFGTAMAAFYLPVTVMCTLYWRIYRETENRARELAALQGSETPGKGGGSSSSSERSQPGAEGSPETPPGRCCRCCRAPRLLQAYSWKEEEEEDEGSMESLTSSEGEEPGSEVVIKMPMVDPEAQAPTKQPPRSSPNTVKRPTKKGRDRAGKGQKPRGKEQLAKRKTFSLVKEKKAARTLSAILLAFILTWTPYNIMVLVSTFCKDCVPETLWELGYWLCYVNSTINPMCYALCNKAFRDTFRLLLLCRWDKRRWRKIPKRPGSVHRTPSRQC
CHRM5 antagonist: human M5 muscarinic receptor antagonists, primary screen, CHO cells, Fluo-8 calcium fluorescence. CHO-hM5 cells, ACh EC80. hit rate 0.59% among 360,000. inhibition, % at 3 µM;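 active = inhibition above a per-plate cutoff, the mean of that plate's test compounds plus 3 SD, cut at about 27% in these data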;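 also: 0% = acetylcholine EC80 with DMSO and 100% = DMSO without agonist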
M4 PAM: human M4 muscarinic receptor positive allosteric modulators, primary screen, CHO-K1 cells, Fluo-8 calcium fluorescence. activation, % at 3 µM. Muscarinic acetylcholine receptor M4 (Homo sapiens), P08173. CHO-K1 hM4/Gqi5, ACh EC20; 0% = ACh EC20, 100% = maximal ACh. hit rate 0.4% among 360,000. AID 624126, 2012;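 active = activation above its plate's cutoff, the mean activation of sample wells plus 3 SD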; also: some results filed as inactive read as strong as hits
CHRM1 PAM: human M1 muscarinic receptor positive allosteric modulators, primary screen, CHO-K1 cells, Fluo-8 calcium fluorescence, 1536-well | activation, % at 3 µM | CHO-K1 hM1, ACh EC20; 0% = ACh EC20, 100% = maximal ACh | hit rate 0.088% among 360,000 | Muscarinic acetylcholine receptor M1 (Homo sapiens), P11229; in the data active = activation above about 19%, passing the limit was not always enough
Starred values were filed as active, the others as inactive; · = not tested or not shown. An unsorted share of the library; 2.8% or so of the library scored in one or more.

SMILES	CHRM5 PAM	M4 ag	CRFR2-BP ag	CHRM5 agonist	M4 antag	M1 antag	CHRM5 antagonist	M4 PAM	CHRM1 PAM
COc1ccc(-c2nnc(SCC(=O)Nc3cc(F)ccc3C)o2)cc1	-3	4	-1.1	5	-6	8	1	-1	-5
CC[n+]1c(C)n(-c2ccccc2)c2ccc(C(=O)OC)cc21	0	1	1.0	0	4	-4	5	-6	6
Cc1ccccc1OCCC(=O)NNC(=O)c1ccccc1F	-1	0	1.3	1	14	-1	-2	-4	-2
Cc1cc(=O)oc2cc(OCC(=O)Nc3ccccc3C(=O)O)ccc12	0	0	-1.3	-3	-32	-8	2	9	10
Oc1c(/C=N/Nc2cccc3cccnc23)ccc2ccccc12	-4	1	1.2	0	10	1	10	-3	1
C=CCN1C(=O)/C(=C/c2ccc(OC(C)=O)c(OCC)c2[N+](=O)[O-])SC1=S	-8	13	46	16	12	17	18	-1	-2
CN1CCN(S(=O)(=O)c2ccc(N3CCN(C(c4ccccc4)c4ccccc4)CC3)nc2)CC1	0	0	-2.3	2	1	2	3	-7	3
COc1ccc(N2CCN(C(=S)Nc3cc(C)cc(C)c3)CC2)cc1	-4	1	-2.7	-1	-11	-29	4	1	5
CC[C@]12c3[nH]c4ccc(OC)cc4c3CCN1C(=O)C(CC(=O)NCCN1CCOCC1)C[C@@H]2C(=O)N1CCN(C(=O)C2CC2)CC1 (some centres undefined)	-2	0	1.3	-1	1	-14	5	6	18
CN(C)CCCNC(=O)c1cc(S(=O)(=O)N2CCOCC2)ccc1F	2	1	-0.5	-4	-3	7	4	0	-11
N#CCSc1ccc2nc(-c3ccccc3)cn2n1	-3	2	-0.6	-5	-6	-7	9	1	5
O=C(COC(=O)c1ccccc1Oc1ccccc1)NC1CC1	3	1	-0.9	-1	-4	-7	6	-2	11
O=C(CN1CCN(c2ccccn2)CC1)NC1CCCCC1	-1	0	0.5	-2	8	-18	-3	6	7
CCCCCCCCCCCCCCCC[N+](C)(C)CCN(Cc1ccc(OC)cc1)c1ncccn1	-17	-2	28	-2	10	-20	10	-14	-9
CCN(CC)S(=O)(=O)c1ccc(N=Nc2c(C)[nH]n(C(N)=S)c2=O)cc1	-1	3	-1.7	5	1	-37	-5	5	6
CCC(C)c1ccc(NC(=S)N2CCCC2)cc1 (centres undefined)	-1	0	0.1	-6	5	-12	4	1	6
CC(C)CCNC(=O)COc1cccc2c1OC(C)(C)C2	1	0	-5.5	-3	-22	5	-2	-2	-1
C/C(=N/Nc1cc(-c2ccccc2)nc(-c2ccccc2)n1)c1ccc(O)cc1	-4	0	0.3	1	-1	-4	4	-3	6
Cc1cc(SCC(=O)NCCN2C(=O)CSC2=O)nc2c(C)cccc12	-3	2	-2.3	-1	-2	-3	5	0	8
O=C1CCCc2c1cc(C(=O)NCc1ccco1)c(=O)n2-c1ccccc1	-10	0	-1.1	1	-8	0	4	1	4
CCN(CC)S(=O)(=O)c1ccc(C(C)NC(=O)C2CCCN2C(=O)c2cccs2)cc1 (centres undefined)	-3	1	0.0	-4	-8	1	4	0	2
Cc1c(-n2c(SCC(C)C)nc3ccccc3c2=O)c(=O)n(-c2ccccc2)n1C	0	1	-0.1	11	10	0	3	-1	3
COc1ccc2nc(NC(=O)C3CCCO3)sc2c1 (centres undefined)	-4	1	2.0	6	7	5	5	-4	1
CC(C)CC(=O)Nc1nc(-c2ccc(S(=O)(=O)N3CCOCC3)cc2)cs1	-10	17	-0.7	4	0	11	17	-7	-8
COc1ccccc1N1CCN(C(=O)c2cccc(C(=O)N3CCN(c4ccccc4OC)CC3)c2)CC1	-9	15	-1.4	-9	-8	-4	-5	-13	4

One compound at a time (already shown):
CCCCCCCCCCCCCCCC[N+](C)(C)CCN(Cc1ccc(OC)cc1)c1ncccn1 as listed: CHRM5 PAM: -17; M4 ag: -2; CRFR2-BP ag: 28; CHRM5 agonist: -2; M4 antag: 10; M1 antag: -20; CHRM5 antagonist: 10; M4 PAM: -14; CHRM1 PAM: -9
N#CCSc1ccc2nc(-c3ccccc3)cn2n1 as listed: CHRM5 PAM: -3; M4 ag: 2; CRFR2-BP ag: -0.6; CHRM5 agonist: -5; M4 antag: -6; M1 antag: -7; CHRM5 antagonist: 9; M4 PAM: 1; CHRM1 PAM: 5

Going on with the list.
SMILES	CHRM5 PAM	M4 ag	CRFR2-BP ag	CHRM5 agonist	M4 antag	M1 antag	CHRM5 antagonist	M4 PAM	CHRM1 PAM
Nc1ccc(Oc2ccc3c(c2)OCO3)cc1	4	0	0.2	-2	7	15	9	-5	2
CC(C)CCNC(=S)Nc1ccc([N+](=O)[O-])cc1	-14	8	34	0	10	18	25	-6	-16
Nc1ccc(-c2nc3c(ccc4ccccc43)[nH]2)cc1	-2	1	0.1	5	-9	12	-1	4	-5
N/C(=N\OC(=O)CCCN1C(=O)c2ccccc2C1=O)c1ccccn1	1	1	-0.8	-1	-5	2	-7	4	-2
COc1ccc(NC(=O)[C@@H]2CCCN2C(=O)[C@@H]2Cc3ccccc3CN2C(=O)OC(C)(C)C)cc1	15	-3	-3.2	-5	-9	-11	-7	6	7
CSc1nnc2c(=O)[nH]c(=O)n(C)c2n1	-2	1	3.2	0	-1	-21	6	14	13
CC(=O)Nc1ccc(/C(C)=N/NC(=O)c2ccc(COc3ccccc3Cl)o2)cc1	-13	3	-1.1	-9	-15	-16	0	0	7
Cc1cc(/C=N/NC(=O)C(O)(c2ccccc2)c2ccccc2)c(C)n1-c1ccc(C(=O)O)cc1	4	1	-3.3	-3	-2	0	1	-2	1
COC(=O)/C(N=Nc1cccc(C(F)(F)F)c1)=C(\C)O	-1	-1	-0.1	0	5	-6	-3	6	7
COc1cc2cc(CN(CCCO)S(=O)(=O)c3ccccc3)c(=O)[nH]c2cc1OC	1	0	-0.8	1	-6	-26	-5	-1	4
O=C(Cc1ccccc1)NCc1ccc(F)cc1	2	0	3.3	-1	4	-2	3	0	5
COc1ccc(N2CC(C)Cn3c2nc2c3c(=O)n(Cc3ccccc3)c(=O)n2C)c(OC)c1 (centres undefined)	-2	0	-2.5	-10	19	-23	0	11	-2
COc1ccc(-n2nc3c(N4CCC(C(=O)NCCc5ccco5)CC4)nnc(C)c3c2C)cc1	5	-1	1.1	-9	-4	9	-1	-10	-5
COc1cc(CC(=O)OCC(=O)N2CCCCC2C)cc(OC)c1OC (centres undefined)	0	1	2.3	0	-6	-4	1	-3	2
NC(Cc1ccc(Cl)cc1)c1csc(Nc2ccc(-c3ccccc3)nn2)n1 (centres undefined)	4	38*	·	7	18	13	8	-1	3
O=C1CCc2cc(NS(=O)(=O)c3ccccc3)cc3c2N1CC3	1	1	-0.5	-4	-4	-19	-3	15	15
O=C(C1=C(O)C(=O)N(CC2CCCO2)C1c1ccccc1[N+](=O)[O-])c1ccco1 (centres undefined)	2	-2	0.5	2	0	6	5	-7	-4
COc1cc(C(=O)Nc2cccc(C)n2)ccc1OCC(=O)N1CCOCC1	3	3	-0.9	0	-11	-10	1	12	14
Cc1ccc(SC2CCN(C(=O)C3CCC(=O)N(C4CC4)C3)CC2)cc1 (centres undefined)	-3	3	1.9	2	-4	-9	8	-8	3
CCOc1ccc(OCCSc2nc3ccccc3[nH]2)cc1	-14	11	-1.2	2	4	10	9	-4	-6
CC(NC(=O)CSC1=NCCS1)c1ccccc1 (centres undefined)	3	0	-1.1	-3	10	-10	-1	5	10
CCNC(=S)N/N=C(\C)c1ccc2c(c1)OCCO2	2	0	-0.1	-2	3	-4	6	4	13
CCN(Cc1ccccc1)S(=O)(=O)c1c(C(=O)N2CCCC2)c(C)n(C)c1C	-4	0	-0.3	-4	0	2	14	3	-1
Cc1ccc(CN2C(=O)c3ccccc3C2C(=O)NCc2cccnc2)cc1 (centres undefined)	-4	0	0.2	1	6	-15	-1	-4	10
CCCn1c2ccccc2c2nnc(SC(CC)C(=O)Nc3cc(C)on3)nc21 (centres undefined)	-1	0	-2.6	-2	1	-1	5	5	1

New compounds follow
SMILES	CHRM5 PAM	M4 ag	CRFR2-BP ag	CHRM5 agonist	M4 antag	M1 antag	CHRM5 antagonist	M4 PAM	CHRM1 PAM
CCc1nc(C)cc2c1sc1ccccc12	7	-1	-1.0	-1	-7	-12	-10	6	8
COc1ccc(OC)c(S(=O)(=O)N2CCC(C(=O)Nc3ccccc3)CC2)c1	-3	6	-0.7	3	3	-8	7	-3	7
Cc1oc(-c2cc(F)ccc2F)nc1CN1CCN(c2ncnc3ccccc23)CC1	-13	10	0.1	2	0	8	11	-15	-2
S=C(NC1CC1)SCc1ccco1	-3	1	-1.8	-3	8	-3	8	-1	8
CS(=O)(=O)N1CCN(c2ccc(NC(=S)NC(=O)c3ccccc3[N+](=O)[O-])cc2)CC1	-6	1	9.4	-2	-1	2	4	-3	5
Cc1cc(=O)n(C(C)c2ccccc2)n1C(C)c1ccccc1 (centres undefined)	-3	1	-3.5	-2	-10	-17	1	3	8
CCOC(=O)C(C)n1cnc2c(nnn2-c2ccc(C)cc2)c1=O (centres undefined)	-2	2	-1.4	-1	-12	-6	5	3	4
Cc1ccc(C2C(C(=O)c3cc4ccccc4o3)=C(O)C(=O)N2CCN2CCOCC2)o1 (centres undefined)	3	0	0.2	-2	-4	-18	-1	7	18
Cn1[nH]c2c(c1=O)[C@H](c1ccc(F)cc1)O[C@H](CCc1ccccc1)C2	4	1	·	2	-5	-3	-8	5	10
CCOC(=O)c1c(NC(=O)c2cccs2)sc(C)c1CC	-7	0	0.2	4	1	-14	-5	2	0
O=C1c2ccccc2CC1Sc1nnc(-c2ccncc2)o1 (centres undefined)	-5	1	-1.4	1	-2	-4	3	1	4
COc1ccc(S(=O)(=O)N2CCN(c3ccccn3)CC2)c(OC)c1	4	2	-0.6	-11	-9	-21	0	-2	14
COc1cc2c(cc1OC)C(NC(=O)c1ccc(C)cc1)CC2=O (centres undefined)	-13	1	0.0	-2	6	7	9	0	2
Cc1cc(OC(C)C(=O)NCc2cccnc2)c2c(C)c(C)c(=O)oc2c1 (centres undefined)	1	0	-2.1	-3	3	-3	4	-2	2
Cc1ccc(N2CCN(C(C(=O)Nc3c(C)cccc3C)c3cccc(F)c3)CC2)cc1 (centres undefined)	3	3	·	3	-1	·	6	15	·
COCc1nnc(NC(=O)c2ccc(Cl)cc2[N+](=O)[O-])s1	-1	0	-1.0	1	9	1	5	12	1
Cc1nc(CS(=O)c2ccccc2)cc(N2CCOCC2)n1 (centres undefined)	-5	1	-1.6	-2	-6	-10	-8	6	7
COc1ccc(C(=O)COC(=O)c2ccccc2O)c(OC)c1	-13	5	0.9	5	-3	2	11	12	13

Assay outcomes from PubChem.
